# High-throughput results deposited in PubChem BioAssay by several laboratories.
# rCAG RNA binder: r(CAG) repeat RNA binding | TO-PRO-1 dye displacement fluorescence | inhibition, % at 3 µM | 370,000 tested, 1.3% active | AID 651821;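 active means inhibition above the plate cutoff, the mean of all test compounds on that plate plus 3 SD, cut at about 35% in these data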;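 further: 0% = DMSO alone and 100% = 100 µM mitoxantrone as full dye displacement; higher means more dye released from RNA so lower well fluorescence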
# ABHD4 inh: inhibitors of mouse ABHD4 | inhibition, % at 8.92 µM | Q8VD66 | 370,000 tested, 0.54% active | purified mABHD4, FP-Rh probe fluorescence polarization | AID 720543;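 active means inhibition exceeding the mean over every tested compound plus 3 SD, cut at about 30% in these data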;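 further: 0% = plate median of compound wells and 100% = S159A mutant with DMSO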
# Target sequence (Q8VD66 whole entry, looked up): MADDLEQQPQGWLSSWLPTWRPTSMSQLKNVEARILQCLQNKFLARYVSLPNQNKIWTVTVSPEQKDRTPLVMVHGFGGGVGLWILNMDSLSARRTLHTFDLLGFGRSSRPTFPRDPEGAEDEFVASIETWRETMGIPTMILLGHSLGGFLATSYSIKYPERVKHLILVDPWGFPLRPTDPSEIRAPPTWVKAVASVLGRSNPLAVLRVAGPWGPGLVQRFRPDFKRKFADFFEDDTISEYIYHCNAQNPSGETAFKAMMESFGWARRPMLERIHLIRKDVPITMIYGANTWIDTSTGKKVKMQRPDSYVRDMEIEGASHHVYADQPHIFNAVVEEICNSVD
#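 Doses – 8.92 µM, single dose · Material – wild-type mouse ABHD4 protein · Replication – single well per compound (singlicate) · Measure – percent inhibition of probe binding, normalized to plate controls · Schedule – 45 min compound pre-incubation plus 60 min probe step, 25 °C · Detection – fluorescence polarization with parallel and perpendicular emission, 525/598 nm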
# NR1D1 modulator: modulators of human Rev-erb alpha DNA binding | Rev-erbα–FITC-DNA binding, fluorescence polarization, 90 min | activity, % at 10 µM | 370,000 tested, 0.79% active | AID 1259318;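 active means activity above about 14%, limit read from the data; passing the limit was not always enough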;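 further: 0% = DMSO wells with 35 nM protein and 100% = DMSO wells with 750 nM protein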
# Target sequence (P20393 whole entry, looked up): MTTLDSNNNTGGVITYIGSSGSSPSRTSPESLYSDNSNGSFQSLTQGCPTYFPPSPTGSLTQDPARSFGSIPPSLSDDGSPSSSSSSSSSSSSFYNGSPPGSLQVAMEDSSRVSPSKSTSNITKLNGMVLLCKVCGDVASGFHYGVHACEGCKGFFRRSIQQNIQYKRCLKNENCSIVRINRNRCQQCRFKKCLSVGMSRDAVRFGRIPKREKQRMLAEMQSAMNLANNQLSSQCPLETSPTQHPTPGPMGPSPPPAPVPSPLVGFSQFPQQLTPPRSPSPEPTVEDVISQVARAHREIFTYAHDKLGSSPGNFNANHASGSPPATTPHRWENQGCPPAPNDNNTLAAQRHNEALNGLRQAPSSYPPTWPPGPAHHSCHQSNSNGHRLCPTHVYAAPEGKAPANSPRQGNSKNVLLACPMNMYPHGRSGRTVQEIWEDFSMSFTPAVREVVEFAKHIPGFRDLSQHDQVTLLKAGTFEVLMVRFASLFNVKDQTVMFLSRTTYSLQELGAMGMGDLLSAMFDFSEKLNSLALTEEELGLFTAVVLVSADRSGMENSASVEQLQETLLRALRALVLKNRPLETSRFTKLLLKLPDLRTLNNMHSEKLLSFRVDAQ
# GC-A act: GC-A (human) enzyme activation; P16066; activation, % at 10 µM; HEK293 GC-A cells, cGMP TR-FRET, EC30 ANP; 0% at EC30 ANP, 100% saturating ANP; 370,000 tested, 0.14% active; AID 1671463; in the data active means activation above about 40%
# ARFGAP1 inh: rat ARFGAP1 inhibition. Q62848. Arfgap1-stimulated ARF1 GTP hydrolysis, GDP FP detection. inhibition, % at 16.5 µM. 360,000 tested, 0.26% active;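 active means inhibition above a per-plate limit, mean inhibition of low control wells plus 3 SD, cut at about 25% in these data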;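 further: 0% = DMSO wells with enzyme and 100% = wells lacking Arfgap1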
# Target sequence (Q62848 1-136 limits assumed): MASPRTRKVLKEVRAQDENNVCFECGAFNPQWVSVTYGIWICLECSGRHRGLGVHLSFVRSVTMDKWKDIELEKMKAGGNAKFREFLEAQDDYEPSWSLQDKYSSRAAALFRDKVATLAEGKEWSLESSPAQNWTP
#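 System: truncated rat Arfgap1 GAP domain / Medium: HEPES-based buffer, pH 7.5 / Also added: N-terminally truncated human ARF1-GTP substrate / Incubation: enzyme reaction 120 min at 25 °C after 20 min preincubation / Measured by: FP of antibody-bound GDP Alexa 633 tracer, ex 620/em 688 nm / Replicates: singlicate, each compound tested once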
# PG9 binder: small molecules binding HIV-1 gp120 antibody PG9. TR-FRET gp120-PG9 antibody binding. inhibition, % at 6.7 µM. 360,000 tested, 0.43% active; in the data active means inhibition above about 8.5%
# NPR2 activator: GC-B (human) receptor activation; 370,000 tested, 0.11% active; activation, % at 10 µM; HEK293-GC-B cells, CNP EC30, cGMP TR-FRET; 0% at EC30 CNP, 100% saturating CNP; P20594; AID 1920062;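 active means activation at 10 µM reaching about 35% in either raw or pattern-adjusted values, limit read from the data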
# ASAP1 inh: ASAP1 ArfGAP inhibition; inhibition, % at 16.5 µM; 360,000 tested, 0.19% active; AID 624377; Q9ULH1; ASAP1-stimulated ARF1 GTP hydrolysis, GDP FP detection; in the data active means inhibition above about 25%;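 further: 0% = vehicle with enzyme and substrate and 100% = no enzyme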
# SMARCA2 act: increases SMARCA2 function in MMTV reporter cells; MG213 cells, MMTV-luciferase reporter, dexamethasone, overnight; activation, % at 9.1 µM; 370,000 tested, 1% active; AID 652017; in the data active means activation above about 7.8%;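 further: 0% = vehicle wells and 100% = reference activator wells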
# HTRA1 inh: blocks human HTRA1 serine peptidase | AID 504803 | 340,000 tested, 0.5% active | inhibition, % at 5.96 µM | recombinant HTRA1, FP-rhodamine activity-based probe, fluorescence polarization; in the data active means inhibition above about 36%;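 further: 0% = enzyme with DMSO and 100% = wells lacking enzyme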
# Starred values were filed as active, the others as inactive; · = not tested or not shown.
SMILES,rCAG RNA binder,ABHD4 inh,NR1D1 modulator,GC-A act,ARFGAP1 inh,PG9 binder,NPR2 activator,ASAP1 inh,SMARCA2 act,HTRA1 inh
COCCN1Cc2cccc(C(=O)NCC3CCN(CC(C)C)C3)c2C1=O (stereo unspecified),-1.5,-2.0,2.2,3.8,-5.5,0.2,11.8,0.1,-0.1,0.6
CCC12OC(=N)C(C#N)(C1C)C(C#N)(C#N)C(c1ccccc1)O2 (stereo unspecified),-16.7,2.4,3.9,1.1,0.4,-1.0,-1.9,1.4,-0.3,4.9
Cn1cccc1C(=S)N1CCOCC1,-0.8,-4.0,5.6,0.8,4.7,0.9,-0.6,17.4,-2.6,-3.8
OC(CCCN1CCCCC1)(c1ccccc1)c1ccccc1,-0.2,7.2,4.0,-10.7,1.3,-0.6,-7.6,-3.6,-2.7,5.0
COCCNC(=S)Nc1cc(OC)c(NC(=O)c2ccco2)cc1OC,0.9,9.0,0.6,-0.6,3.6,-2.0,-0.2,5.6,-1.0,1.5
Cc1c(NC(=O)CSc2ncnc3ccccc23)c(=O)n(-c2ccccc2)n1C,0.9,8.2,-3.7,2.5,5.1,0.4,-3.5,2.6,-3.5,-3.3
Cc1oc(-c2ccc(C(F)(F)F)cc2)nc1CN(Cc1ccccn1)C[C@@H]1CCC(=O)N1,-9.2,4.6,2.1,1.7,-9.8,-0.2,-3.2,-10.5,1.0,0.8
CCOc1ccc(OCCCC(=O)N2CCN(S(=O)(=O)c3ccccc3C#N)CC2)cc1,-0.8,-11.5,4.1,-4.1,-6.1,0.5,-1.9,14.1,-3.9,-2.0
OCc1cn(-c2ccccc2)nn1,1.3,2.9,2.9,4.5,-5.1,-0.1,3.3,8.6,-0.5,4.1
CCN(CC(=O)NC1CCS(=O)(=O)C1)Cc1nc2c(Br)cc(Br)cc2c(=O)[nH]1 (stereo unspecified),4.8,-3.5,3.6,8.8,-3.6,1.3,1.5,-2.9,-0.3,1.2
Cc1ccc2cc(C#N)c(N3CCCN(S(=O)(=O)c4ccccc4)CC3)nc2c1C,3.2,1.3,2.5,3.0,-1.1,0.9,-4.2,9.4,-3.5,-31.9
CCN(C(=O)COC(=O)c1cc(-c2ccccc2)nc2c1c(C)nn2-c1ccc(C)cc1)C1CCS(=O)(=O)C1 (stereo unspecified),7.4,-1.1,4.7,-2.3,-2.0,-0.6,-2.3,-2.5,-0.5,-4.8
Cc1ccnc2nc(C(=O)Nc3nnc(-c4ccc(Cl)cc4)o3)nn12,3.0,3.1,3.6,4.5,-2.7,0.6,0.3,2.2,0.1,7.8
O=C(Nc1nc(-c2ccccc2)cs1)C1CCCO1 (stereo unspecified),-0.8,4.2,-2.5,8.3,-1.1,-0.7,-1.2,-3.8,1.7,-3.1
CCC(=O)N1CCC(C(N)=O)(N2CCCCC2)CC1,-2.4,-1.3,-0.1,4.0,-5.8,-1.9,-0.9,3.3,0.9,4.3
CCOc1c(Cl)cc(CNc2ccc(N3CCCC3)cc2)cc1OC,12.2,24.5,5.8,-9.1,-37.2,-1.1,-11.1,-39.8,-0.6,50.4*
CCOC(=O)C1C(=O)CC(C)(O)C(C(=O)OCC)C1c1ccc(Br)cc1 (stereo unspecified),0.4,1.2,10.4,-0.8,6.3,-1.9,-20.3,-0.4,-0.5,2.9
O=C(/C=C/c1c(Cl)nc2ccccn12)Nc1ccc(F)cc1,0.5,-6.7,-3.7,0.6,3.7,0.8,-9.7,-0.5,-4.1,-12.2
CCOC(=O)CSc1nnc(CNC(=O)Cc2ccccc2)n1C,0.8,-2.9,-3.6,3.7,8.5,-2.7,4.8,8.9,1.3,1.6
CS(=O)(=O)c1ccc(S(=O)(=O)NCC2CCN(C(=O)C(=O)c3cc4ccccc4o3)CC2)cc1,5.0,-0.1,3.6,1.6,1.9,-2.9,-0.9,-9.9,-1.0,·

# HTRA1 inh, what is marked active above.
structure	NR1D1 modulator	GC-A act	ARFGAP1 inh	PG9 binder	NPR2 activator	ASAP1 inh	SMARCA2 act	HTRA1 inh
CCOc1c(Cl)cc(CNc2ccc(N3CCCC3)cc2)cc1OC	5.8	-9.1	-37.2	-1.1	-11.1	-39.8	-0.6	50.4*

# Complete entries, looked up by structure. Order of screens: rCAG RNA binder | ABHD4 inh | NR1D1 modulator | GC-A act | ARFGAP1 inh | PG9 binder | NPR2 activator | ASAP1 inh | SMARCA2 act | HTRA1 inh
# `CCN(C(=O)COC(=O)c1cc(-c2ccccc2)nc2c1c(C)nn2-c1ccc(C)cc1)C1CCS(=O)(=O)C1` (stereo unspecified) reads 7.4 | -1.1 | 4.7 | -2.3 | -2.0 | -0.6 | -2.3 | -2.5 | -0.5 | -4.8
# `Cn1cccc1C(=S)N1CCOCC1` reads -0.8 | -4.0 | 5.6 | 0.8 | 4.7 | 0.9 | -0.6 | 17.4 | -2.6 | -3.8

# More records.
SMILES,rCAG RNA binder,ABHD4 inh,NR1D1 modulator,GC-A act,ARFGAP1 inh,PG9 binder,NPR2 activator,ASAP1 inh,SMARCA2 act,HTRA1 inh
O=S(=O)(Nc1cccnc1)c1ccc(Cl)cc1,0.0,-6.3,0.4,2.9,-3.8,-0.7,-1.2,-11.9,-3.1,-9.0
O=C(O)c1cccc(N2C(=O)/C(=C/c3ccc(SCc4ccc(Cl)cc4)o3)SC2=S)c1,66.7*,32.2*,-6.9,-8.4,0.7,-2.1,1.4,-11.7,-0.4,0.7
CCC(C(=O)NC(C)(C)C)N(Cc1ccco1)C(=O)CNS(=O)(=O)c1ccc(OC)cc1 (stereo unspecified),-2.4,0.8,1.4,-2.8,-6.9,0.3,4.5,-1.4,-3.0,-7.6
O=C(CN1CCC(n2nnc3ccccc32)CC1)Nc1ccc2c(c1)CCC2,-4.1,-6.2,0.2,-7.2,-13.7,-1.5,-4.1,18.9,-2.4,-24.4
COc1ccc(S(=O)(=O)N2CCN(C(=O)c3oc4ccccc4c3C)CC2)cc1,0.4,-6.4,0.3,-4.2,-2.3,-0.2,-8.0,-2.6,-1.3,-14.3
CCc1cc(=O)oc2cc(C)cc(OCC(=O)NCc3cccnc3)c12,-1.4,1.2,-2.7,-7.9,9.7,0.5,-5.9,-11.2,0.4,-2.7
O=C(N/N=C/c1ccc(O)cc1)c1nc(-c2ccccc2)n(-c2ccccc2)n1,2.4,6.3,-0.5,-6.6,-4.5,-1.6,-6.4,9.7,0.2,-1.3
CCCNC(=O)c1ccc(Cn2cc(C(F)(F)F)ccc2=O)cc1,-1.0,-9.4,-7.7,-1.7,6.6,-0.4,1.6,3.8,-5.2,1.0
COC(=O)C1=C(C)N(Cc2ccccc2)C(=NCc2ccc(OC)cc2)N[C@H]1c1cccc(F)c1,8.8,16.3,-7.5,-6.2,10.2,-0.8,-13.7,16.7,1.0,-16.1
COc1ccc(N2CCN(C(=O)CCn3nnc4ccccc43)CC2)cc1,0.2,-1.0,-5.2,-10.5,-3.9,-1.8,-9.5,14.9,-0.9,-1.4
Cc1cc(Br)ccc1OCCOCCN1CCCC1,-0.1,2.7,6.2,-1.4,-3.9,-0.8,-5.3,-1.0,0.3,1.7
COc1ccc(C2=CC(=O)CC(C)(C)C2=O)cc1,0.9,4.0,3.7,0.3,-3.4,-0.3,-4.0,9.7,-0.8,·
CCOC(=O)c1c(SCCN2CCCCC2)n(-c2ccccc2)c(=S)n(-c2ccccc2)c1=O,2.1,1.7,-5.6,-25.8,-1.1,1.1,-13.4,-8.8,-2.1,2.8
COc1ccc(NS(=O)(=O)c2cccc(C(=O)OCC(=O)c3c(N)n(C)c(=O)n(C)c3=O)c2)cc1,7.8,-14.6,-1.7,11.7,-11.7,-2.7,-5.5,-4.0,-1.3,-19.1
Cc1ccc(-c2nc3c4ccccc4ccn3c2Cc2ccccc2)cc1,3.6,-8.6,8.2,5.6,-4.6,0.3,7.7,-2.3,-5.6,-57.7
COC(=O)C1=C(C)NC(=O)NC1c1ccc(N2CCC(c3ccccc3)=N2)cc1 (stereo unspecified),4.1,-9.3,2.7,4.1,0.8,0.9,-6.6,2.0,-3.4,6.2
CN1CCN(c2oc(-c3ccc([N+](=O)[O-])cc3)nc2C#N)CC1,-1.2,-0.1,-0.4,-3.1,-2.7,-1.6,-6.5,0.6,-0.9,6.5
Cc1sc2ncnc(NCC(O)c3ccc([N+](=O)[O-])cc3)c2c1C (stereo unspecified),3.9,-3.3,-0.7,-0.4,2.9,-0.4,-9.1,4.5,-3.7,-4.6
C=CCN1[C@H](CO)[C@H](c2ccc(C#CC3(O)CCCC3)cc2)[C@@H]1C#N,6.1,-0.8,-3.2,-0.6,·,·,-4.5,·,-3.8,·
Cc1sc2nc(CN3CCOCC3)nc(N3CCN(S(=O)(=O)c4ccccc4)CC3)c2c1C,4.0,4.5,7.4,1.4,-13.6,-1.3,-2.9,-14.1,0.1,0.6
O=C(Nc1ccc(OC(F)(F)F)cc1)C1CCCN(S(=O)(=O)c2cccnc2)C1 (stereo unspecified),-4.5,-7.5,3.3,-5.3,-0.8,-1.2,2.8,-4.3,-1.2,-0.6
Nc1nccnc1C(=O)OCC(=O)NNC(=O)c1ccccc1,4.5,5.1,-3.0,2.3,-9.2,0.9,0.2,-13.8,3.0,13.4
N#Cc1c(-c2ccccc2)nc(-c2ccncc2)[nH]c1=O,2.4,2.0,-1.4,-1.0,-9.3,-1.2,1.6,3.6,-1.8,-3.2
O=C(Nc1ccc(N2CCOCC2)c(F)c1)c1cccs1,-4.4,4.4,3.2,1.2,-3.0,-0.6,1.2,2.0,4.8,2.9
CCn1c(C(C)NC(=O)c2cccs2)nc2ccccc21 (stereo unspecified),0.1,0.1,0.6,-0.7,1.4,1.2,1.7,-5.4,0.5,-3.0
O=C(NCc1cccnc1)c1ccc(Cl)c(Cl)c1,0.9,6.8,-5.1,-0.4,-3.2,-2.9,1.7,0.2,0.8,2.5
COC(=O)[C@@]12C[C@@H](CC(=O)N3CCN(C(=O)C4CC4)CC3)C(=O)N(Cc3cccc4ccccc34)C1=CCC(C)(C)C2,9.5,-1.9,0.1,-2.9,11.0,-1.2,1.4,-0.1,-3.7,·
COc1ccc(-c2cc(C(=O)N3CCCCCC3)c3cc(C)ccc3n2)cc1,-4.2,9.8,-6.1,1.3,-13.6,1.2,4.4,-10.2,-0.2,-29.6
O=C(CN(C(=O)c1ccccc1)N1C(=O)CCC1=O)c1cccs1,0.4,-5.9,2.0,2.4,-5.9,-0.4,2.9,8.1,-0.4,6.8
c1ccc(-c2cc3n(c2)CCc2ccccc2-3)cc1,4.7,-0.4,2.2,-4.6,1.3,-0.3,0.2,1.0,-1.8,-12.1
CC(C)CNc1oc(-c2ccc(F)cc2)nc1C#N,-1.9,-5.2,-8.3,2.7,4.7,-0.2,5.4,-7.6,5.0,-10.5
Cc1cc(-c2csc(N)n2)c(C)n1CCC(C)C,16.4,19.1,1.6,2.9,-1.3,-1.1,-1.9,3.4,1.3,53.0*
CC(C)NC(=O)c1cccc(Cn2cc(Cl)cn2)c1,3.5,-0.2,3.2,3.5,0.2,0.1,5.3,-0.1,0.3,10.3
O=S(=O)(c1ccc(F)cc1)N1CCN(c2nc(-c3cccnc3)nc3ccccc23)CC1,3.8,-8.2,3.1,-6.1,-8.1,-0.1,-1.8,-6.9,0.4,-43.3
COc1cc2c(cc1OC)C(NNC(=O)c1ccc(Br)o1)=NC(C)(C)C2,-3.9,-2.1,-5.9,2.4,-4.8,0.2,3.6,-15.1,-1.0,0.1
C=CCOc1ccccc1CN1CCCCCC1,-6.2,8.6,-1.5,5.2,6.8,2.0,-0.6,-4.1,0.2,4.7
